Screening results as filed in PubChem.
aDG glyco act – increases alpha dystroglycan glycosylation | Pro5-aDG cells, alpha-DG glycosylation AlphaScreen (IIH6); 0% Pro5, 100% B10-LARGE cell signal | activation, % at 10 µM | actives 0.22% (n = 360,000) | AID 624168;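 active = activation of at least 8% versus controls, or a plate z-score of at least 8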;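 note: Pro5 are CHO cells carrying HIG-tagged alpha-DG that lacks glycosylation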
ABCB6 inh 2 – blocks the human ABCB6 transporter | K562-ABCB6 porphyrin accumulation, flow cytometry, 1 h; hits give low values | fluorescence ratio to DMSO, % at 10 µM | actives 0.19% (n = 360,000) | AID 602162;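 active = fluorescence ratio to DMSO below 75%, the collection mean minus 3 SD; inconclusive = too few cells collected in the well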;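 note: signal is porphyrin accumulated inside mitochondria; 100% equals median channel fluorescence of DMSO control wells; lower ratio means ABCB6 inhibition with less porphyrin fluorescence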
Target sequence (Q9NP58 whole entry, looked up): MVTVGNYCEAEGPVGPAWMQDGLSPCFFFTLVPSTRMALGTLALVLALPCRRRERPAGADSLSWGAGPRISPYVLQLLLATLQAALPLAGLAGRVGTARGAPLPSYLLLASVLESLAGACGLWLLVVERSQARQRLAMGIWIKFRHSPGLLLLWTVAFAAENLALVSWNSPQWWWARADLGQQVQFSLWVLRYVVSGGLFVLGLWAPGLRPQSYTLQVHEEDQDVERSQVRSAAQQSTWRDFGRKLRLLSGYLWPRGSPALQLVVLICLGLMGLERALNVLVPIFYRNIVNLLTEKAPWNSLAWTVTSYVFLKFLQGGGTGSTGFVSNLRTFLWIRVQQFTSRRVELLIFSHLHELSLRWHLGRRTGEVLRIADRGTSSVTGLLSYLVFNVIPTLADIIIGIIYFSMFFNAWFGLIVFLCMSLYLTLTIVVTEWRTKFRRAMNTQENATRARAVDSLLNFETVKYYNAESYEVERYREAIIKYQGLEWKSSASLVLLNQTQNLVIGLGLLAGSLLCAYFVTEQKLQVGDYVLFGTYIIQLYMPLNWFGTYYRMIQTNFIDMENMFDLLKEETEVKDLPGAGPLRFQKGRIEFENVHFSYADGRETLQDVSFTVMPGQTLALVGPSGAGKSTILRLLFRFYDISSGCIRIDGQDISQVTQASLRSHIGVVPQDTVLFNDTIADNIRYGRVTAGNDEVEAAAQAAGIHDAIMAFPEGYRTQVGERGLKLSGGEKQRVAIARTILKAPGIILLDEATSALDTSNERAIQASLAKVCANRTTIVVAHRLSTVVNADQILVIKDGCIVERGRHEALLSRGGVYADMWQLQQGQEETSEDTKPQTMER
MC4R antagonist – human MC4R antagonism in cAMP assay; MC4R-expressing cells, MTII-stimulated cAMP, LANCE TR-FRET; AID 540295; inhibition, % at 6.5 µM; actives 0.48% (n = 360,000);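 active = inhibition above its plate's cutoff, the mean of tested wells on that plate plus 3 SD, cut at about 29% in these data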;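 note: 0% = Melanotan II alone and 100% = Melanotan II plus saturating MCL0020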
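Assay system: U2OS cells stably expressing human melanocortin 4 receptor (MC4R) / Dosing: 6.5 µM / Timing: compound 30 min, challenge 1 h, detection 1 h / Measured by: Eu-cAMP/anti-cAMP TR-FRET, emission 671 nm / Replicates: singlicate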
m5-HT2A agonist – agonists of mouse serotonin 5-HT2A receptor (HTR2A); P35363; CHO-K1 mHTR2A beta-arrestin complementation, luminescence; percent of 30 µM serotonin response; activation, % at 7.6 µM; actives 0.66% (n = 360,000);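 active = activation above a run cutoff, the mean activation of all tested compounds plus 3 SD, cut at about 14% in these data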;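 note: 0% = plate median of compound wells and 100% = 30 µM serotonin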
Glyco luc inh – N-linked glycosylation inhibition; D54 ERlucT glycosylation luciferase reporter, 24 h; percent of 100 nM tunicamycin response; reporter increase, % at 12.5 µM; actives 0.23% (n = 360,000);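 active = mean luciferase reporter signal, scaled so untreated is 0 and the glycosylation-blocking control 100, at or above a set limit in every replicate; inconclusive = mean reaches the limit but not every replicate does; inactive = mean below the limit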;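 note: luciferase carries N-glycosylation sites so blocking glycosylation raises the light; 0% = median of neutral control wells and 100% = median of 100 nM tunicamycin wells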
Vif imaging – inhibitors of HIV Vif; HEK293T cells, Vif self-association by quenched fluorescence, imaging, 24 h; inhibition, % at 7.49 µM; actives 0.35% (n = 340,000); AID 602346; in the data active = inhibition above about 50%, passing the limit was not always enough; inconclusive = no clear call, values can overlap the other calls; inactive = below about 31%; note: some results filed as inactive read as strong as hits
MC4R barr agon – human MC4R agonism via beta-arrestin | P32245 | U2OS MC4R beta-arrestin complementation, luminescence; percent of melanotan II response, DMSO zero | activation, % at 8.9 µM | actives 0.98% (n = 360,000) | AID 540308;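 active = activation above a per-plate cutoff, the mean activation of sample wells on that plate plus 3 SD, cut at about 8% in these data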
PDI inh – PDI (human) enzyme inhibition; AID 588391; P07237; PDI insulin aggregation turbidity, A650, 90 min; inhibition, % at 10 µM; actives 0.052% (n = 350,000);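 active = mean inhibition across replicates of 30% or more, whatever share of single replicates reach that level; inconclusive = mean inhibition below 30% while every single replicate reaches 30%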;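 note: absorbance from insulin aggregation driven by PDI reduction with DTT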
CaV13 FRET inh – Primary screen for inhibitors of IQ motif and Ca2+-dependent inactivation inhibitor domain binding in CACNA1D, Förster resonance energy transfer in living cells, … | HEK cells, CFP/YFP FRET ICDI-IQ, plate reader, 10 min; percent FRET-ratio fall versus neutral wells | inhibition, % at 12.3 µM | actives 0.098% (n = 340,000) | AID 743397;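 active = mean replicate inhibition of at least 30% and at least 1% of replicates passing that level; inconclusive = only one of the two criteria is met; inactive = neither criterion is met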;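 note: 0% = median of the neutral control wells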
Cardio protect – myocardial damage modulation in H9c2 cells; H9c2 cardiomyocytes, H2O2 injury protection, ATPLite, 2 h; protection from H2O2 cell death, % at 20 µM; actives 0.63% (n = 360,000); AID 588492;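 active = compounds giving at least 50% protection of heart cells from peroxide-induced death in the single-dose screen, raw or plate-pattern-corrected value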;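 note: 0% = DMSO wells with peroxide and 100% = DMSO wells without peroxide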
Numbers without * were called inactive; ? = inconclusive; . = no result given.

molecule	aDG glyco act	ABCB6 inh 2	MC4R antagonist	m5-HT2A agonist	Glyco luc inh	Vif imaging	MC4R barr agon	PDI inh	CaV13 FRET inh	Cardio protect
CCN1CCN(c2c(Cl)cccc2NC(=O)c2ccc([N+](=O)[O-])o2)CC1	4.8	106	4	0	-13	-1	-1.5	0	-5	-7
O=C(O)c1ccc(/C=N/N2CCN(C3c4ccccc4-c4ccccc43)CC2)cc1	-0.1	97	-2	2	-1	4	1.3	-1	-4	5
CCOC(=O)c1cccc(S(=O)(=O)N(CCO)Cc2cc3cc(OC)ccc3[nH]c2=O)c1	0.1	100	3	-1	-1	-1	-2.3	-5	-4	9
CN1C(=O)/C(=C/C=C2\SCCN2C)N(C)C1=S	0.4	99	-30	2	0	5	-1.4	1	-3	0
COc1ccc(-c2noc(CN(C(=O)c3ccc4c(c3)OCO4)C(C)C)n2)cc1	0.0	100	-1	-3	-3	3	0.4	-10	-2	-3
CCN1C(=O)[C@@H]2[C@@H]3CN(S(=O)(=O)c4ccc(C)cc4)[C@@H](c4ccccc4)[C@@H]3C(=O)C[C@@H]2C1=O	0.0	100	.	-1	5	22	.	.	-4	6
CN(C(=O)c1cccc(NC(=O)Cc2ccc(NC(=O)C3CCN(S(=O)(=O)c4cccc([N+](=O)[O-])c4)CC3)cc2)c1)C1CCC1	0.0	103	-6	6	1	1	-1.6	-8	-3	-30
Cc1cccc(C(C)C)c1NC(=O)CSc1ncnc2[nH]ncc12	-0.1	88	2	-2	-1	-3	-1.9	-4	-6	4
CSc1ccc(-c2cccc([N+](=O)[O-])c2)nn1	-0.3	99	0	6	-2	-2	5.6	-9	-6	-2
O=C(O)C1C2C=CC3(CN(C/C=C/c4ccccc4)C(=O)C13)O2 (centres undefined)	-0.1	95	5	0	1	11	0.0	-8	-6	-1
Cn1c(=O)c2cc(NC(=O)NCc3ccc(F)cc3)ccc2n1C/C=C/c1ccccc1	-0.5	102	-19	-7	5	.	-2.7	4	-5	-9
Cc1cccc(C(C)C)c1NC(=O)CN1C(=O)NC(Cc2ccccc2)C1=O (centres undefined)	0.0	104	-4	2	-2	18	-0.8	-1	-6	-6
Cc1cccc(NC(=O)N2CCCC(CNC(=O)c3ccccc3Cl)C2)c1C (centres undefined)	0.1	104	9	-3	-1	3	-2.0	-4	-2	0
CCOC(=O)COn1c(=O)c(=O)n(OC)c2ccccc21	0.2	95	-1	5	3	7	3.7	8	-5	4
O=C(OCC(=O)N1CCCC1=O)c1ccc(F)c(S(=O)(=O)N2CCOCC2)c1	0.2	97	4	2	0	.	-3.1	-2	-6	11
COc1ccc(S(=O)(=O)N(C)C)cc1NC(=O)CCNC(=O)c1ccccc1OC	-0.1	98	4	4	0	-7	0.4	9	-20	9
COc1cccc(C(=O)NCC2(c3ccccc3)CCCC2)c1OC	0.1	92	6	-7	0	-3	0.7	-4	-2	7
CCOC(=O)C1CCN(CCC(=O)Nc2ccc(Br)cc2)CC1	0.0	98	-2	0	-1	2	0.7	-1	-18	3
O=C1CC(c2ccco2)CC(O)=C1C=NCCO (centres undefined)	-0.1	115	9	-2	-2	.	0.7	7	.	-6
COc1ccccc1OCC(=O)Nc1ccc(C(=O)Nc2ccccc2C(=O)O)cc1	0.0	97	2	8	-1	.	-1.0	-1	-14	8
COc1ccc(F)c(CN2CCCC(CO)(Cc3cccc(Cl)c3)C2)c1 (centres undefined)	0.3	100	2	-2	-3	-1	1.2	-3	-20	-4
CSc1ncccc1C(=O)OCC(=O)NC12CC3CC(CC(C3)C1)C2	-0.2	90	3	4	-1	4	-0.3	-4	-5	0
c1cc(CNC2C3CC4CC(C3)CC2C4)ccn1 (centres undefined)	0.1	101	-3	-2	0	-5	-2.1	0	-7	-2
CCOC(=O)c1ccc2c(c1)N(CC(=O)N1CCCCC1)C(=O)C(C)(C)O2	0.2	99	3	-1	0	4	-2.1	1	-5	3
Cc1c(Cl)cccc1NC(=S)/C(=C(\[O-])c1ccc(Cl)s1)[n+]1ccccc1	0.0	104	-3	3	1	-4	0.6	-5	-5	7
O=C(Nc1ccc(Sc2ccc(Br)cc2)cc1)c1ccco1	1.2	88	3	-11	-5	-3	0.3	2	-4	-21
CC(C)(C)NS(=O)(=O)c1cc2c3c(c1)CCN3C(=O)CC2	0.0	105	0	-6	1	-4	-1.6	1	-3	0
CC(C)(C)OC(=O)N[C@@H](C(=O)OC(C)(C)C)c1ccc2ccccc2c1	0.3	98	5	8	-5	-5	-1.1	-6	-11	-10
Cc1nonc1CC(=O)N1CCc2c([nH]c3ccccc23)C1c1ccccc1F (centres undefined)	0.5	84	10	2	-1	-16	1.8	-6	-5	0
COC(=O)c1ccccc1NC(=O)CSc1nnc(-c2cccnc2)n1C	-0.1	93	0	2	2	2	-1.1	-3	-2	11
Oc1ccc(-c2csc(Nc3ncccn3)n2)c(O)c1	0.3	96	14	-4	-2	8	-0.8	0	-4	0
O=C(CCCn1c(=S)[nH]c2cc3c(cc2c1=O)OCO3)NCc1ccco1	0.3	99	22	-1	9	-5	-0.5	3	-1	0
c1ccc2sc(N3CN(CCN4CCOCC4)CN(c4nc5ccccc5s4)C3)nc2c1	2.5	96	3	-6	1	-9	0.6	8	.	1
CC1COCC(C)N1C1=C(Cl)C(=O)c2ccccc2C1=O (centres undefined)	2.1	102	-8	-3	34*	-6	-1.1	-6	-8	-17
CC(=O)Nc1ccc(NC(=O)Nc2ccccc2)cc1	-0.1	101	4	-1	0	5	-1.0	-1	-4	-5
O=C(COc1ccc(Cl)cc1Cl)Nc1ccc(-c2ccc(N3CCOCC3)nn2)cc1	-0.1	93	-5	4	1	-1	-3.4	1	-7	-2
CCCOc1cccc(C(=O)Nc2ccccc2C(=O)N2CCN(C)CC2)c1	-0.2	99	18	-10	.	.	-1.2	-6	-2	6
COc1ccc(CCNC(=O)CCSCc2ccccc2F)cc1OC	0.0	98	-5	0	3	2	-0.9	-2	-5	-4
Cc1ccc(S(=O)(=O)N2CCOCC2)cc1C(=O)OC(C)C(=O)c1ccccc1 (centres undefined)	0.1	99	8	1	-2	-4	-1.8	-2	-4	-8
COc1cc(C(C)=O)ccc1OCc1cn(CC(=O)c2ccc(O)cc2)nn1	0.1	97	2	-1	-1	-14	-2.4	4	-9	-4
COc1cccc(NC(=O)CCC(=O)Nc2ccc3nc(N4CCOCC4)cc(C)c3c2)c1	0.0	97	6	10	0	22	0.1	6	-7	8
O=C(c1ccc2c3n(nc2c1)-c1ccccc1CO3)N1CCCCC1	-0.2	97	0	-5	-15	-4	-0.6	4	-6	-10
COc1ccc(NC(=O)CCN2CCN(S(=O)(=O)c3ccc(OC)cc3)CC2)cc1	0.0	103	0	2	-1	11	0.9	-3	-1	-4
CC[C@@H](C)[C@H](CNC)NC[C@@H](Cc1cccc2ccccc12)NCCc1cccc(C(F)(F)F)c1	-0.4	96	11	10	-20	?	6.2	4	-7	-13
O=C(CCn1nnc2ccccc2c1=O)N[C@@H](Cc1c[nH]c2ccccc12)C(=O)O	0.0	91	-10	1	2	-3	-1.7	-4	3	-1
Cc1ccc(SCC(=O)N2CCN(c3ccc(F)cc3)CC2)cc1	0.0	101	3	7	3	-10	-0.3	-1	-5	1
Cc1c(-c2ccccc2)[n+](=O)c2c(n1[O-])CCCC2	0.0	101	3	-1	2	10	-1.0	-6	-5	1
COc1ccc(C2(c3ccc(OC)cc3)NC(=O)N(CC(=O)Nc3ccccc3)C2=O)cc1	-0.2	102	-7	8	2	-4	-0.8	0	-5	-4
O=C(O)Cc1ccc(NC(=O)COc2ccc3ccccc3c2)cc1	0.0	102	-2	-1	2	3	-3.9	4	-5	-3
COc1ccc(NC(=O)CSc2nccn2Cc2ccco2)c(OC)c1	0.1	98	1	1	2	-8	-2.5	0	.	-2
COCCN1CC(C(=O)N2CCC(Oc3ccccc3OC)CC2)CCC1=O (centres undefined)	0.1	97	-2	-2	.	.	-3.2	0	-2	1
CCOc1ccc(OCCC(=O)OCC(=O)Nc2ccc(Cl)cn2)cc1	-0.1	99	-4	13	2	.	-2.8	1	-5	-4
O=C(CCl)Nc1cc(SCC(O)CO)cc([N+](=O)[O-])c1 (centres undefined)	-0.5	95	3	3	-19	-20	1.4	28	2	-9
CCCCNC(=O)C1CCN(C(=O)Nc2ccc(C)cc2)CC1	-0.1	98	2	0	1	12	-1.0	2	-3	2
COc1ccc(CSc2nnc(C)n2N)cc1	0.0	95	-3	-1	4	6	-0.6	-9	-6	1
CC(=O)C1C(=O)c2c(cccc2[N+](=O)[O-])C1=Nc1ccc(S(N)(=O)=O)cc1 (centres undefined)	-0.5	96	4	-1	0	-2	-1.8	9	-5	9
COc1ccc(Cc2nc3ccccc3n2CC(=O)N/N=C/c2ccc(C)cc2O)cc1OC	0.0	93	10	7	-2	-7	1.4	0	-3	52*
Cc1ccc(S(=O)(=O)NCc2ccc(C(=O)NC3CCCCC3)cc2)cc1	-0.2	98	10	-4	0	1	-2.4	-9	-2	2
CC(=O)Nc1cc2c(nc1C)nc(C)n2Cc1ccc(Br)cc1	-0.3	97	16	10	2	-3	-0.3	-1	0	2
CC(C)[C@H](NC(=O)C1CCCC1)c1nc2ccccc2[nH]1	0.0	104	3	6	0	1	0.2	7	-3	1

Going on with the list.
molecule	aDG glyco act	ABCB6 inh 2	MC4R antagonist	m5-HT2A agonist	Glyco luc inh	Vif imaging	MC4R barr agon	PDI inh	CaV13 FRET inh	Cardio protect
CN1C(=O)[C@H]2[C@@H](c3ccc(C(F)(F)F)cc3)N[C@]3(CCCN(Cc4ccc(Br)cc4)C3=O)[C@H]2C1=O	0.0	96	11	-1	-4	4	-1.3	12	-4	-18
CCC1(CC)C(=O)N(C)C(=O)NC1=Nc1ccc(OC)cc1	-0.2	96	10	-2	1	5	-0.1	0	.	14
CCOC(=O)C1CCN(C(=O)C2CC(=O)N(c3ccc4c(c3)OCCO4)C2)CC1 (centres undefined)	0.1	92	7	1	1	-5	-1.0	3	-6	-6
COc1cccc(C(=O)NCC(=O)NNc2ncnc(N)c2[N+](=O)[O-])c1	-0.1	97	-7	-3	0	-18	-2.7	-4	-1	5
Cn1cc(C=O)c(-c2ccc3c(c2)OCCCO3)n1	-0.1	90	2	-6	2	9	1.3	-3	-5	6
